LDHA block = inhibitors of human lactate dehydrogenase A | purified LDHA, NADH/diaphorase-resazurin fluorescence; hits give low values | activity change, % (values are at about 110 or 230 µM) | hit rate 0.15% among 480,000 | AID 1347041; in the data active = activity change below about -30%;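 also: plate controls were DMSO wells for no effect and wells without enzyme for full effect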
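Enzyme activity of human lactate dehydrogenase 5 (2 nM; 0.06 mM NADH, 0.2 mM pyruvate, 5 min, RT) is measured via a resazurin/diaphorase fluorescence readout of residual NADH.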
Starred values were filed as active, the others as inactive. An excerpt; rates above refer to the full screens.

SMILES	LDHA block
Cc1ccc(C(O)CNC(=O)C2CCC2)cc1 (configuration not stated)	0
Cc1cc(OCC(F)F)ccc1N	-9
S=C(Nc1cccc(Cl)c1)N(Cc1ccccc1)Cc1ccccc1	2
CCCCNC(=O)c1cccc(NC(=O)Nc2ccccc2)c1	1
Cc1ccc(-c2noc(CSc3nnc(C4CC4)n3-c3ccccc3)n2)cc1	8
CCC(C)c1ccccc1NC(=O)Cn1cnc2c1c(=O)n(C)c(=O)n2C (configuration not stated)	6
C/C(=C/C(=O)c1ccccc1)NCC(O)CN/C(C)=C\C(=O)c1ccccc1 (configuration not stated)	0
CC(C)c1nnc2ccc(N3CCCCCC3)nn12	-2
Cc1ccc(C)c(CSc2nc3nc[nH]c3c(=O)[nH]2)c1	-6
CCOc1ccc2oc(=O)cc(CN3CCN(CC(=O)Nc4ccc(C)c(F)c4)CC3)c2c1	-5
O=C(Nc1oc2ccc(Cl)cc2c(=O)c1-c1ccccc1)c1cccs1	10
Cc1ccc(NC(=O)C2CCCCC2)cc1	2
Cc1oc(-c2ccccc2)nc1CC(=O)NCCCN1CCOCC1	-15
CCCN1C(=O)CCc2cc(NS(=O)(=O)c3ccc4c(c3)CCCC4)ccc21	-16
Cc1ccc(-c2cc(C(=O)O)c3cc(C)ccc3n2)c(C)c1	10
Cc1ccccc1Cn1c(NC2CCCCC2)nc2c1c(=O)[nH]c(=O)n2C	5
CCCCc1ccc(-n2nnc(C(=O)NC3CCS(=O)(=O)C3)c2C)cc1 (configuration not stated)	-5
O=C(O)C(c1c[nH]c2ccccc12)N1CCN(CCNc2cc(=O)oc3ccccc23)CC1 (configuration not stated)	0
CCCNC(=O)CNC(=O)Cn1c(-c2ccccc2)cc2ccccc21	9
O=C(NCCCOC1CCCCC1)c1cc(=O)[nH]c2ccccc12	-22
Cc1ccccc1NC(=O)CSc1ncc(-c2ccc(F)cc2)o1	8
COc1ccc(COc2ccc3c(=O)c(-c4ccccc4OC)coc3c2)cc1	5
CONC(=O)c1ccc(C(=O)OC)cc1	-10
O=C(O)c1ccc(-c2ccccc2F)o1	1
COc1ccc(C(=O)CSc2nnc3c(=O)n(-c4cc(Cl)ccc4C)ccn23)cc1OC	4

New compounds follow:
SMILES	LDHA block
C=C(C)CC1C(Br)=CCC[N+]1(C)C (configuration not stated)	2
O=C(NC1CCCCCC1)c1nc(Cc2c[nH]c3ccccc23)no1	0
CCCOc1ccc(NC(=O)C(CC)CC)c2cccnc12	-16
COc1cc(-c2nc(-c3nonc3N)no2)cc(OC)c1OC	22
CCCC(=O)Nc1nnc(Cc2c[nH]c3ccccc23)s1	-10
CC(C)(C)C(=O)Nc1ccc(-c2csc(NCc3ccco3)n2)cc1	-1
CCCN(Cc1ccc(C)cc1)C(=O)CSc1nnc(COc2ccccc2Cl)n1C	14
Cc1cccc(/C=C(/C(=O)NC2CC2)c2cccs2)c1	10
CCCNC(=O)CCc1c(C)nc2c(-c3ccccc3)c(C)nn2c1C	3
O=C1CCCC(=O)C1C(c1ccccc1)C1C(=O)CCCC1=O	0
CC(=O)Nc1cccc(NC(=O)c2cnn(-c3ccccc3F)c2C(F)(F)F)c1C	9
Fc1cccc(-c2nc(COc3ccc4ccc(C(F)(F)F)nc4c3)co2)c1	-21
Cc1cccc(Cn2c(N3CCN(Cc4ccccc4)CC3)nc3c2c(=O)[nH]c(=O)n3C)c1	-11
CCc1nc(CN2C(=O)COc3ccc(S(=O)(=O)NC4CCCCCCC4)cc32)no1	5
O=C(Cc1ccc(N2CCCC2=O)cc1)N1CCSCC1	7
Cc1ccc(-c2noc(Cn3cnc4scc(-c5ccc(C)cc5)c4c3=O)n2)cc1	1
CCOCCCNC(=O)c1cc2cc(S(=O)(=O)N(C)C)ccc2n1C	14
COc1ccc(S(=O)(=O)N2CCSC2c2cc(OC)c(OC)cc2OC)cc1 (configuration not stated)	6
CC(=O)Nc1ccc(NS(=O)(=O)c2ccccc2C#N)cc1Cl	-2
CNC(=O)NC(=O)C(C)Sc1ncc(-c2ccc(F)cc2)n1CC(C)C (configuration not stated)	8
CN(C)c1ncccc1CNC(=O)C1CCCN(S(C)(=O)=O)C1 (configuration not stated)	-1
COc1cccc(/C=C/C(=O)NCC(F)(F)F)c1	9
CSCCC(NC(=O)[C@@H](NC(=O)c1ccc(Cl)cc1Cl)C(C)C)c1nnc2ccccn12 (some centres not stated)	-4
Cc1cc(C)nc(Nc2nc3ccccc3c(=O)[nH]2)n1	-7
O=C(c1cc(F)cc(F)c1)N1CCOc2ccccc21	-1

(more compounds)
SMILES	LDHA block
O=C(NC1CC1)c1cc(=O)c2cc(Cl)ccc2o1	-12
O=C(NCc1ccc(F)cc1)n1cc(P(=S)(c2ccccc2)c2ccccc2)c2ccccc21	1
O=S(=O)(NC1=NCN(CCc2ccccc2)CN1)c1ccc(Br)cc1	12
CN1CCN(c2nc3ccccc3nc2C(=O)Nc2cccc(Cl)c2)CC1	-4
Cc1ccc(C(=O)C(C#N)C(=O)NCc2ccccc2)cc1C (configuration not stated)	2
O=C(N/N=C/c1c2ccccc2cc2ccccc12)C1CC1	7
COc1ccc(-c2nc(CS(=O)(=O)CC(=O)NCc3cccnc3)c(C)o2)cc1	2
Nc1nccnc1C(=O)NCc1cn2ccccc2n1	1
O=C(O)c1ccc(Cl)cc1Cl	2
CCOc1ccc2oc(C(=O)N3CCN(CC(=O)Nc4ccc(C)cc4)CC3)c(C)c2c1	8
COc1ccc(-n2c(SCC(=O)c3c[nH]c(C(=O)N4CCCC4)c3)nnc2-c2ccncc2)cc1	0
O=C(CSc1ncnc2sccc12)c1ccc2c(c1)OCCCO2	4
COc1cccc(OC)c1C(=O)OCC(N)=O	-1
Cc1c(C#N)c(N)nc2c3c(sc12)NC(=O)CC3c1ccccc1F (configuration not stated)	1
CCOC(=O)C(=O)NCc1ccccc1	0
CCN(CC)S(=O)(=O)c1ccc(OC(C)C)c(NC(=O)c2ccc(OC(F)F)c(OC)c2)c1	10
COc1ccc(C)cc1C(C)NC(=O)c1cc(=O)[nH]c2ccccc12 (configuration not stated)	-1
CC(=O)c1sc(-c2ccc(F)cc2)nc1C	-1
CCCCOc1cccc(CNCCCOCC)c1	-2
Cc1cc(=O)oc2cc(OC(C)C(=O)NCc3ccccn3)c(Cl)cc12 (configuration not stated)	0
O=C(Nc1ccccc1)c1cc2cc(Br)ccc2oc1=O	-3
O=C(Nc1ccc(F)cc1)c1ccc2c(Cl)c3c(nc2c1)CCC3	12
CN(C)C(=O)CN1CCN(C(C(=O)O)c2c[nH]c3ccccc23)CC1 (configuration not stated)	9
Cc1ccc(C)c(CN2CCC(CNC(=O)c3c(C)oc4ncnc(N5CCOCC5)c34)CC2)c1	16
NC(CO)c1ccc(Oc2ccccc2)cc1 (configuration not stated)	4

Additional entries follow:
SMILES	LDHA block
CC(C)CC(=O)Nc1cc(C(C)(C)C)ccc1O	-5
COc1ccc(OC)c(/C=C/C(=O)NC(C)(C)C)c1	20
O=C(O)CCNS(=O)(=O)c1ccc(OC(F)(F)F)cc1	-5
Cc1c(F)cc(C(N)=O)cc1NS(=O)(=O)c1ccc(C(F)(F)F)cc1	-1
CC(C)(C)C(=N)N	15
O=C(OCc1ccccc1)c1cnc2ccccc2n1	-4
O=C(Cn1c(=O)c2c(ncn2C2CCCC2)n(Cc2ccccc2)c1=O)N1CCNC1=O	-2
O=C(c1ccoc1)N(Cc1cccs1)C1CC1	-5
O=C(O)COc1ccc2c(=O)c(Oc3ccc(Cl)cc3)coc2c1	-6
CCn1c(Cn2nnc(-c3ccccc3Cl)n2)nc2cc(S(=O)(=O)N3CCCCC3)ccc21	-1
O=C(NCCCNC(=O)C1CC1)C1CC1	-3
Clc1ccc(Cl)c(Oc2ccc3nnnn3n2)c1	1
COc1cc(C2C3=C(CCCC3=O)OC3=C2C(=O)CCC3)cc(Cl)c1OCC(=O)O	10
C=CCSc1ccccc1NC(=O)c1cc(C)c(C)s1	0
O=C(Cn1nc(-c2ccccc2F)ccc1=O)NCc1cccnc1	-4
O=C(NC1CCSc2ccccc21)C1CCCC1 (configuration not stated)	1
COc1cc2cc(C(=O)N[C@@H](C)C(=O)Nc3nccs3)n(C)c2c(OC)c1OC	11
COc1cccc(NC(=O)Nc2cc(-c3nc4ccccc4o3)ccc2OC)c1	6
Cc1ccc2sc(N(Cc3cccnc3)C(=O)C3=COCCO3)nc2c1C	12
COc1cc(OC)c(OC)cc1/C=C/C(=O)c1ccc(OC(F)F)cc1	37
CC(c1cc2ccccc2o1)N(C)S(=O)(=O)c1cccs1 (configuration not stated)	-8
COc1ccc2oc(=O)c(-c3nc(-c4nonc4N)no3)cc2c1	6
Cc1ccc(OCCNc2ccc(Cl)cc2)cc1	2
CNC(=O)NC(=O)COC(=O)c1ccc2c(=O)n3c(nc2c1)CCCCCC3	-8
COc1ccc(OC)c(CNCc2cccn2-c2nnc(N3CCOCC3)s2)c1	0

A few values from the results shown.
`O=C(NC1CCSc2ccccc21)C1CCCC1` (configuration not stated) in LDHA block shows 1
`COc1ccc(OC)c(CNCc2cccn2-c2nnc(N3CCOCC3)s2)c1` in LDHA block shows 0
`Clc1ccc(Cl)c(Oc2ccc3nnnn3n2)c1` in LDHA block shows 1
`O=C(O)COc1ccc2c(=O)c(Oc3ccc(Cl)cc3)coc2c1` in LDHA block shows -6

Carrying on.
SMILES	LDHA block
CCOc1nc2ccccc2nc1N1CCC(C(=O)Nc2ccc(Cl)cc2)CC1	4
O=S(=O)(NCc1ccccc1F)c1ccc2c(c1)OCCO2	-2
Cc1cccc(-c2nc(C#N)c(NCCc3ccccc3)o2)c1	0
Cc1oc2cc(OCC(=O)NCc3ccco3)ccc2c(=O)c1Oc1ccccc1Br	-3
O=c1oc2cc(OC/C(=N\O)c3ccccc3)ccc2c2c1CCC2	7
O=C(COC(=O)c1ccc2ccccc2n1)Nc1ccc(F)c(F)c1F	2
Cc1cc(C(=O)NC2CCCc3ccccc32)cs1 (configuration not stated)	-2
Cc1nc(-c2cc3ccc(OC(=O)C4CC4)cc3oc2=O)cs1	-3
CC(CC(=O)Nc1ccc(C(=O)NC2CC2)cc1)(C(=O)O)c1ccccc1 (configuration not stated)	1
O=C(NCC(=O)N1CCCCC1)C1CCCN(S(=O)(=O)c2ccc(Cl)cc2)C1 (configuration not stated)	1
COc1ccccc1C1(CNC(=O)c2cccc(F)c2)CCOCC1	-7
CCNc1c(NS(=O)(=O)c2ccc(C)c(C)c2)c(=O)oc2ccccc12	-9
CCN1C(SCC(=O)N2CCCC2)=NS(=O)(=O)c2ccccc21	-1
Cc1ccc(S(=O)(=O)CCC(=O)OCc2cc(=O)oc3cc(C)c(C)cc23)cc1	-2
O=C(CN1CCN(CC(=O)Nc2cccc(F)c2)CC1)NCCc1c[nH]c2ccccc12	-3
O=C(Nc1cccc(-c2nn3cnnc3s2)c1)c1ccccc1	-3
CCN(CC(=O)NC(C)(C)C)C(=O)c1cccc(C#N)c1	2
COc1ccc(OCc2ccc(-c3nc(C#N)c(NCCc4ccccc4)o3)o2)cc1	9
Cc1ccc(NC(=O)c2cnc3ccccc3n2)c(C)c1	15
CN(Cc1ccccc1)C(=O)c1nccnc1N	3
O=C1NC2(CCN(S(=O)(=O)c3ccc(F)c(F)c3)CC2)N=C1c1cccs1	-2
CC(C)C(=O)Nc1ccc2c(C(C(=O)O)N3CCN(C)CC3)c[nH]c2c1 (configuration not stated)	-4
Cc1cccc(CNC(=O)c2ccco2)c1	-4
O=S(=O)(NCCCO)c1ccc(Cl)c2ccccc12	8
O=C(OCC(=O)C12CC3CC(CC(C3)C1)C2)c1cc(F)c(F)cc1Cl	5

(further entries)
SMILES	LDHA block
Cc1ccc2nc(C)cc(=S)n2c1	1
Cn1c(=O)c2c(ncn2CC(=O)c2ccc(O)cc2)n(C)c1=O	6
CC(=O)c1ccc(N2CCN(Cc3nnc(-c4ccc(Br)s4)o3)CC2)c(F)c1	-1
COc1ccc(NC(=O)c2ccc3c(c2)NC(=O)CCS3)cn1	10
O=C(NCc1ccc(S(=O)(=O)N2CCOCC2)cc1)c1cc(Br)ccc1O	15
CC(C)NC(=O)Cn1c(CO)cnc1SCc1ccccc1Cl	-2
CC1=C(C(=O)OC(C)(C)C)C(c2cccc(Cl)c2)NC(=O)N1 (configuration not stated)	-1
COc1ccccc1NC(=O)c1cc2c(OC)c(OC)c(OC)cc2[nH]1	6
Cc1cccc(NC(=O)CNC(=O)c2nccnc2N)c1C	8
COc1ccc(S(=O)(=O)Oc2ccc3cc(-c4ccc(OC)c(OC)c4)c(=O)oc3c2)cc1	2
COc1ccc(-c2nc(CSCC(=O)NC3CCCCC3)co2)cc1	6
CC1CCC(NC(=O)COC(=O)c2cc3ccccc3[nH]2)CC1 (configuration not stated)	2
Cn1cc(S(=O)(=O)N2CCC(C(=O)Nc3ccc(OC(F)F)c(Cl)c3)CC2)cc1C(N)=O	7
CC(C)NC(=O)C1CC(c2c(F)cccc2Cl)=NO1 (configuration not stated)	-1
CCCCc1c(C)[nH]c2ccccc2c1=O	7
N#Cc1nc(Nc2cccc3ccccc23)nc(NC2CCCC2)n1	-1

8 consecutive entries from above, quoted:
SMILES	LDHA block
Cc1ccc2nc(C)cc(=S)n2c1	1
Cn1c(=O)c2c(ncn2CC(=O)c2ccc(O)cc2)n(C)c1=O	6
CC(=O)c1ccc(N2CCN(Cc3nnc(-c4ccc(Br)s4)o3)CC2)c(F)c1	-1
COc1ccc(NC(=O)c2ccc3c(c2)NC(=O)CCS3)cn1	10
O=C(NCc1ccc(S(=O)(=O)N2CCOCC2)cc1)c1cc(Br)ccc1O	15
CC(C)NC(=O)Cn1c(CO)cnc1SCc1ccccc1Cl	-2
CC1=C(C(=O)OC(C)(C)C)C(c2cccc(Cl)c2)NC(=O)N1 (configuration not stated)	-1
COc1ccccc1NC(=O)c1cc2c(OC)c(OC)c(OC)cc2[nH]1	6

Some of these compounds in order of count of non-hydrogen atoms, descending:
SMILES	LDHA block
CC1CCC(NC(=O)COC(=O)c2cc3ccccc3[nH]2)CC1 (configuration not stated)	2
CC1=C(C(=O)OC(C)(C)C)C(c2cccc(Cl)c2)NC(=O)N1 (configuration not stated)	-1
Cc1ccc2nc(C)cc(=S)n2c1	1

Assay outcomes: PubChem BioAssay, National Center for Advancing Translational Sciences (NCATS)
